ALOX12 inhib = blocks human 12-lipoxygenase activity; P18054; purified 12-hLO, xylenol orange hydroperoxide absorbance; Potency, µM (top dose mostly 57.1 µM), inactives show top-dose activity change, negative = inhibition, most hits filed as inhibitors; hit rate 0.12% among 150,000; also: potency is read from the fitted curve at half-maximal effect; nearly all actives have a fitted effect of over 55% in size; many of its hits are not listed in these tables
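150 nM 12hLO, 25 mM Hepes pH 7.0 + 0.01% Triton X-100; cpd preinc 15 min RT; 40 uM arachidonic acid, 30 min RT; Fe-XO 30 min; A573/A405 ratio as read-out.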
IMPase inh = membrane-permeable compound that blocks inositol monophosphatase | 120,000 tested, under 10 active | inhibition (IP1 accumulation), % at 46.1 µM | AID 901 | CHO-M1 cells, IP1 accumulation, HTRF TR-FRET ratio; active = well fitted curve in the direction sought with a large enough effect in the signal ratio, not every such curve was filed as active; inconclusive = small, poorly fitted or top-dose-only effect, or a change in a side signal; inactive = no such curve, though single readings can be large or run the other way; the % refers to the signal ratio;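 also: cells stimulated with carbachol in lithium chloride buffer; plate controls were DMSO basal wells for no effect and reference inhibitor wells for full effect; higher means more IMPase inhibition seen as more IP1 and lower FRET ratio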
Target sequence (P97697 whole entry, looked up): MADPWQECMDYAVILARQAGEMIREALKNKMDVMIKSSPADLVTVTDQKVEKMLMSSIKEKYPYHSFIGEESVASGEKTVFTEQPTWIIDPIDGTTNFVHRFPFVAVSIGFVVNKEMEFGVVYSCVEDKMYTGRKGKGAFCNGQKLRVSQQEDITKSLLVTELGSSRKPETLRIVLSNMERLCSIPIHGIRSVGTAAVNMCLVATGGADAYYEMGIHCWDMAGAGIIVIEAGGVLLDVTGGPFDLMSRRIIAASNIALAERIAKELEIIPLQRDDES
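Measured: the HTRF emission ratio (665/620 nm) plus the 620 nm donor channel, each fitted to the Hill equation to give AC50. Cells were CHO-M1 given compounds up to 46 uM and a 30 min carbachol stimulation at 37C.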
PNC assembly inh = inhibitors of perinucleolar compartment assembly; PC3M PTB-GFP, PNC prevalence imaging, 16 h; active compounds read low; activity change (PNC), negative = inhibition, % at 10 µM; hit rate 3.1% among 140,000;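 active = readout at or below -70, meaning at least 70% loss of cells showing the perinucleolar compartment, a nuclear body marking cancer cells; inconclusive = readout between -30 and a set limit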;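 also: plate controls were DMSO wells for no effect and camptothecin positive control wells for full effect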
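Compounds are pinned in duplicate onto adhered PC3M cells stably expressing GFP-tagged PTB and incubated 16 h at 37 C. Cells are then fixed, nuclei stained with Hoechst, and PNC-positive cells counted.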
ALOX15B inhib = inhibitors of human 15-lipoxygenase 2 (ALOX15B); purified 15hLO-2, xylenol orange hydroperoxide absorbance; Potency, µM (titrated, usually from 57.1 µM), for the others: at the highest dose activity change, negative = inhibition, usual class: inhibitors; hit rate 0.56% among 110,000; AID 881; also: potency is read from the fitted curve at half-maximal effect; nearly all actives have a fitted effect of over 60% in size; many of its hits are not listed in these tables
Target sequence (O15296 whole entry, looked up): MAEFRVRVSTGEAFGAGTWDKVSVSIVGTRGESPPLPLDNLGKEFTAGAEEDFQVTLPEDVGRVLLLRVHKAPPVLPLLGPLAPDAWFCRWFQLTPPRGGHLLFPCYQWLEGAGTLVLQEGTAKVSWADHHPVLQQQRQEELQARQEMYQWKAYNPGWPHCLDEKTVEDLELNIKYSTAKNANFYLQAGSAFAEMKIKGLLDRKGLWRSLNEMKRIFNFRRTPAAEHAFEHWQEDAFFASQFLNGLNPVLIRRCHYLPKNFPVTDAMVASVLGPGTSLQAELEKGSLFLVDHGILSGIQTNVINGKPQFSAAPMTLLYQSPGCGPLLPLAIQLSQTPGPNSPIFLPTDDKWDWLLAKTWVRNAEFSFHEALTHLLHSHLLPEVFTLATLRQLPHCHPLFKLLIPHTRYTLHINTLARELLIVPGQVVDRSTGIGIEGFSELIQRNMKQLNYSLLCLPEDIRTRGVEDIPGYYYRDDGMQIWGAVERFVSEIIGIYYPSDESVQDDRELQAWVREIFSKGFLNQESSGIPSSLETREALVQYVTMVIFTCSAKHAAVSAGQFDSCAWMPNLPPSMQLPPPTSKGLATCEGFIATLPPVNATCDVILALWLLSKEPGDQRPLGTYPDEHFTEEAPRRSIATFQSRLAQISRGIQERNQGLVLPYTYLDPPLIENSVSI
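Screening format was qHTS against 50 nM purified 15hLO-2 in Hepes pH 7.5 with detergent. Activity follows hydroperoxide formation from 45 uM arachidonic acid, measured as 573:405 nm absorbance ratio of the ferric-xylenol orange complex.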
* marks the source's active call; other numbers are inactive results; ? = inconclusive; . = no result given; & = joins results of further samples; [ ] = dose if it differs, or a comment. Unless noted, calls follow the shape of the dose curve; as a rule, active = well fitted curve in the direction sought with a large enough effect; inconclusive = small, poorly fitted or top-dose-only effect, or another doubt; inactive = no such curve, though single readings can be large; an effect the other way counts as inactive or inconclusive. Unless noted, % is scaled to controls: 0 for no effect and ±100 for the full control effect.

SMILES	ALOX12 inhib	IMPase inh	PNC assembly inh	ALOX15B inhib
CCN(CC)CC(=O)N1N=C(c2cccs2)CC1c1ccco1 (stereo not given)	4%	17	3	5%
CCCCn1c(SCC(=O)c2ccccc2)nc2c1c(=O)[nH]c(=O)n2C	-6%	5	?	-4%
COc1ccc(-c2csc(N(CCCN3CCOCC3)C(=O)c3ccco3)n2)cc1	-4%	7	?	22%
COc1ccc(S(=O)(=O)Nc2ccccn2)c(C)c1C	-4%	?	?	5%
CCn1c(SCC(=O)N2CCCC2)nc2ccccc2c1=O	2%	4	8	4%
O=C(Nc1nc(-c2ccccc2)cs1)C1COc2ccccc2O1 (stereo not given)	-7%	15	-13	6%
Cc1nc(C)n(CC(O)COc2ccc(C(=O)c3ccccc3)cc2)n1 (stereo not given)	4%	5	-95*	4%
CCOC(=O)c1c(/N=C/c2cccc(C)c2O)sc2c1CCN(C)C2	-4%	3	11	.
COc1ccc(N2CSC3=C(C#N)C(c4cccc(OC)c4OC)CC(=O)N3C2)cc1 (stereo not given)	-26%	-29	12	13µM*
CCOc1ccc2nc(NS(=O)(=O)c3ccc(NC(C)=O)cc3)sc2c1	-2%	-4	-14	-8%
COC(=O)c1sccc1NC(=S)N1CCC(C)CC1	1%	0	-12	-2%
COC(=O)c1cc2sccc2n1CC(=O)Nc1cccc(SC)c1	-7%	18	-11	-3%
CCC(C)n1cnc2c(c1=O)c1nc3ccccc3nc1n2Cc1ccc(OC)cc1 (stereo not given)	1%	10	22	?
COc1cc([N+](=O)[O-])c2ncsc2c1	0%	.	-7	.
COc1ccc(/C=C(\NC(=O)c2cccs2)C(=O)Nc2ccc(C)cc2)cc1OC	-1%	.	56	.
Cc1cc(C)c2oc(-c3cccc(NC(=O)c4ccc(F)cc4)c3)nc2c1	10%	-9	-22	4%
COC(=O)C(NC(=O)c1ccccc1)c1ccccc1 (stereo not given)	-6%	4	6	6%
Cc1cc(N2CCC(C)CC2)n2nc(C)c(-c3ccccc3)c2n1	-2%	9	-16	9%
COC(=O)c1ccc(N2CCN(S(=O)(=O)c3ccc4ccccc4c3)CC2)c([N+](=O)[O-])c1	2%	4	?	-6%
COc1ccc2c(c1)O[C@@H]1c3ccc(OC)cc3OCC21 (stereo not given in full)	-2%	.	.	4%
O=C(CN1CCN(c2nc(-c3ccccc3)cs2)CC1)NNC(=O)c1ccc(Br)cc1	3%	7	?	4%
Cc1ccc(OCCn2cc(/C(N)=N/O)c3ccccc32)cc1C	-13%	-2	13	43%[activator]
Cc1nc2ccc(C(=O)N3CCN(c4ccccn4)CC3)cc2s1	-1%	15	12	6%
CCCCCn1c(N)c(-c2nc3ccccc3o2)c2c([N+](=O)[O-])nn(CC)c(=O)c21	-4%	5	43	.
COc1cc(C=O)ccc1OCCOCCOc1ccccc1Cl	-10%	-6	2	1%

Going on with the list:
SMILES	ALOX12 inhib	IMPase inh	PNC assembly inh	ALOX15B inhib
Cc1ccc(C)c(Nc2ncnc3nc[nH]c23)c1	1%	-4	7	-3%
Cc1nc(NC(=O)c2ccccc2)sc1-c1csc(Nc2ccc(F)cc2)n1	-22%	5	-100*	-20%
Cc1ccccc1Nc1nc(N)nc(COC(=O)c2cccc(S(=O)(=O)N(C)c3ccccc3)c2)n1	-3%	.	?	.
Cc1ccccc1Nc1nc(N)nc(CSc2nc3ccccc3c(=O)n2CCCO)n1	-9%	3	20	20%
CC(=O)c1cccc(NC(=O)c2cc3nc(C)cc(C)n3n2)c1	-2%	?	8	2%
COc1cc(/C=N/NC(=O)C2(O)c3ccccc3-c3ccccc32)ccc1O	-4%	2	-20	.
CCCCCCC(=O)N1CCC(c2nc3c(nnn3Cc3ccccc3Cl)c(=O)[nH]2)CC1	-10%	6	?	-22%
Cc1c(Cl)c([N+](=O)[O-])nn1CC(=O)N1CCc2ccccc2C1	-6%	-1	28	-1%
CCCc1cc(SCC(=O)Nc2c(C)n(C)n(-c3ccccc3)c2=O)n2c(nc3ccccc32)c1C#N	-5%	2	35	-6%
O=C(CSCCO)N1CCc2ccccc21	1%	6	10	-3%
CSc1ccc2c(c1)N(CC[C@H]1CCCCN1C)c1ccccc1S2	-2%[25.6 µM]	10[20.6 µM]	.	20%[25.6 µM]
O=[N+]([O-])c1ccc2ncccc2c1CCc1c([N+](=O)[O-])ccc2ncccc12	2%[11.4 µM]	.	.	-6%[11.4 µM]
CC1CCN(Cc2c(O)ccc3c2O/C(=C\c2ccco2)C3=O)CC1	-10%	.	37	.
c1csc(Cc2nn3c(-c4n[nH]c5c4CCC5)nnc3s2)c1	-3%	2	1	-9%
N#CCSc1nc2cc(C(=O)N3CCCC3)ccc2c(=O)n1Cc1ccccc1	-14%	-2	-5	3%
CC1CC(=O)NN=C1c1ccc(N)c([N+](=O)[O-])c1 (stereo not given)	-1%	-9	1	.
Cc1cccc(NC(=S)NC(C)CCc2ccccc2)c1 (stereo not given)	?	5	?	.
Clc1ccc(-c2nc3ccncc3[nH]2)cc1	-5%	.	13	.
Cc1cccc(-c2noc(CN(C(=O)c3ccc4c(c3)OCO4)C(C)C)n2)c1	-5%	15	38	4%
O=c1c2ccccc2c(C=NC2CCS(=O)(=O)C2)c(O)n1-c1ccccc1 (stereo not given)	-6%	11	-25	-2%
CCN(CC)c1ccc(NC(=O)c2ccccc2F)cc1	0%	11	?	-2%
CCSc1nnc(NC(=O)c2cccc(S(=O)(=O)N(C)c3ccc(C)cc3)c2)s1	1%	-1	33	.
CSc1nnc(Cc2ccc3c(c2)OCO3)o1	-8%	1	2	6%
CN1C(=O)NC(NC(=O)c2ccco2)(C(F)(F)F)C1=O (stereo not given)	-1%	3	?	25%
CC(=O)Oc1ccc2c(c1)C(=O)c1ccccc1CO2	-1%	5	28	-21%

Following part:
SMILES	ALOX12 inhib	IMPase inh	PNC assembly inh	ALOX15B inhib
Cc1ccc(F)cc1NC(=O)C1CCCN(c2ncccn2)C1 (stereo not given)	3%	-1	16	6%
CCCCC(=O)N(c1ccc(OCC)cc1)C1C=CS(=O)(=O)C1 (stereo not given)	4%	2	-21	-3%
CCCCC(O)(CCCC)C(=O)NN(C(=O)OCC)c1ccccc1	2%	-3	8	.
CCNc1ccc(C(=O)OCC)cc1NC(=O)c1cccc(N(C)C)c1	-5%	1	?	2%
CC(C)Cc1nc2ccccc2n1CCc1ccccc1	-4%	.	?	.
Cc1cccc(CN2CCN([C@@H](c3ccccc3)c3ccc(Cl)cc3)CC2)c1	-5%[25.6 µM]	7[20.6 µM]	.	28%[25.6 µM]
CCOC(=O)c1ccc(NC(=S)NNC(=O)C2(C)CC2(Cl)Cl)cc1 (stereo not given)	-3%	5	104	.
COc1cc(/C=N/OCC(=O)NC2CCCCC2)ccc1OCc1ccccc1	-3%	.	?	.
CN(C)CCNC(=O)/C(=C/c1ccc(-c2ccc(Cl)cc2)o1)NC(=O)c1ccccc1	-1%	.	-5	.
Cc1c(C(=O)N2CCN(C(=O)c3ccco3)CC2)sc2nc(-c3ccc(F)cc3)cn12	-1%	7	12	4%
Cc1cc(C)cc(OCCCOc2cccc3cccnc23)c1	-7%	7	100	24%
CCCn1c(C)cc(C(=O)CN2C(=O)c3cccc(N)c3C2=O)c1C	-1%	-2	20	-9%
Cc1cc2cc(C)c3nnc(SCC(=O)Nc4ccc(S(=O)(=O)N5CCCCC5)cc4)n3c2cc1C	0%	.	28	.
Cc1cc(C)cc(OCC(=O)O/N=C(\N)c2ccccn2)c1	-3%	-10	26	1%
COc1cccc(Nc2ccc(Nc3cccc(OC)c3)nn2)c1	0%	-1	?	.
Cc1cc(NC(=O)c2ccc3c(c2)C(=O)N(Cc2cccnc2)C3=O)no1	9%	-1	18	0%
CC(=O)c1c(C)nc2cc(Cl)ccc2c1N	1%	-11	-95*	5%
Cc1ccc(NC(=O)c2ccc(NCCc3ccccc3)c([N+](=O)[O-])c2)cc1F	3%	-11	28	.
CCn1c(SCC(=O)N(Cc2ccccc2)C2CCS(=O)(=O)C2)nc2ccccc2c1=O (stereo not given)	-2%	7	-22	-2%
COc1ccc(N(CC(O)Cn2c3ccccc3c3ccccc32)S(=O)(=O)c2ccccc2)cc1 (stereo not given)	-1%	6	55	-2%
COc1ccc(-c2csc(NC(=O)CN3C(=O)CCC3=O)n2)c(OC)c1	0%	1	?	.
O=S(=O)(NCC1CCCO1)c1cc(Cl)ccc1Br (stereo not given)	-5%	10	-12	-3%
CCn1c(SCC(=O)NNC(=O)Cc2ccccc2)nnc1-c1ccccc1	13%	-6	23	-9%
CC(c1ccccc1)n1c(-c2ccncc2)n[nH]c1=S (stereo not given)	0%	-22	10	4%
COc1cccc(OCCCN2CCCCC2)c1	-1%	10	?	4%

The last 7 compounds of the part before come first, to join the parts:
SMILES	ALOX12 inhib	IMPase inh	PNC assembly inh	ALOX15B inhib
CCn1c(SCC(=O)N(Cc2ccccc2)C2CCS(=O)(=O)C2)nc2ccccc2c1=O (stereo not given)	-2%	7	-22	-2%
COc1ccc(N(CC(O)Cn2c3ccccc3c3ccccc32)S(=O)(=O)c2ccccc2)cc1 (stereo not given)	-1%	6	55	-2%
COc1ccc(-c2csc(NC(=O)CN3C(=O)CCC3=O)n2)c(OC)c1	0%	1	?	.
O=S(=O)(NCC1CCCO1)c1cc(Cl)ccc1Br (stereo not given)	-5%	10	-12	-3%
CCn1c(SCC(=O)NNC(=O)Cc2ccccc2)nnc1-c1ccccc1	13%	-6	23	-9%
CC(c1ccccc1)n1c(-c2ccncc2)n[nH]c1=S (stereo not given)	0%	-22	10	4%
COc1cccc(OCCCN2CCCCC2)c1	-1%	10	?	4%
Cc1[nH]c(=O)[nH]c(=O)c1/C=N/NC(=O)[C@H](C)NC(=O)OC(C)(C)C	3%	-5	-106*	-3%
CNCc1ccccc1Sc1ccc(O)c(O)c1	-8%	.	5	.
CCOC(=O)c1c(C)[nH]c(C(=O)C(C)OC(=O)c2cccc(OCc3c(C)noc3C)c2)c1C (stereo not given)	-3%	12	11	-6%
O=S(=O)(NN=C1CCCCCCC1)c1ccc(Br)cc1	-4%	-4	-10	.
CC1CCN(C(=O)c2cc(-c3ccc(Cl)c(Cl)c3)on2)CC1	4%	-4	216	.
CCc1nc(SCC(=O)NCC2CCCO2)c2oc3ccccc3c2n1 (stereo not given)	-5%	8	6	0%
O=C(c1ccc2c(c1)N(Cc1ccccc1)C(=O)CS2)N1CCOCC1	-1%	-4	20	0%
COc1cccc(CNC(=S)NC2CCCC2)c1	-1%	-7	-4	.
COc1ccccc1NC(=O)CNC(=O)c1ccccc1C	11%	4	-108*	5%
O=C1Nc2ccccc2C(O)(C(=O)NCc2ccco2)N1c1ccc(Cl)cc1 (stereo not given)	-1%	8	19	-4%
Cc1cc(/C=N\NC(=O)c2cccs2)c(C)n1-c1ccc2ncccc2c1	-8%	25	?	7%
CC1=C(C#N)C(NC(=O)C2CC2)(C(F)(F)F)C(=O)N1 (stereo not given)	0%	1	7	1%
COC(=O)[C@@]1(Cc2ccccc2)[C@H]2c3cc(C(=O)N4CCCC4)n(CCSCCO)c3C[C@H]2CN1C(=O)c1ccccc1	-3%&-2%	.	24	-6%
CC(C)(C)S(=O)(=O)c1c(C(=O)O)cccc1C(=O)O	-5%	2	6	1%
Cc1cc(C)n(-c2nnc(NC(C)(C)C)nn2)n1	-2%	.	57	.
CC(C)c1[nH]nc2c1C(Cc1ccccc1)C(C#N)=C(N)O2 (stereo not given)	0%	7	23	3%
NS(=O)(=O)c1cc(Br)c(N=Nc2ccc(O)c3ncccc23)c(Br)c1	4%[11.4 µM]	.	.	-1%[11.4 µM]
CCOC(=O)c1nc2nc(C)c(Cl)c(=O)n2[nH]1	-4%	-3	?	-6%
O=C(COc1ccccc1)Nc1ccc(CSc2ccccc2)cc1	5%	6	87	-23%

Source: PubChem (National Center for Advancing Translational Sciences (NCATS))

Not all compounds are listed (hit frequency here may not be typical).
